Source: PubChem
STAT3 act: STAT3 signaling activation; U3A cells, IL-6 STAT3-luciferase reporter, luminescence; 100% = signal with IL-6 EC80 alone; activation (% of control), % at 5.6 µM; 0.91% of 190,000 active; AID 871;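 active means activation above the screen-wide mean of compound activation plus 3 SD, cut at about 130% in these data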;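 further: 0% = background luminescence of wells with medium and substrate only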
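Material: STAT3-luciferase reporter U3A cells. Controls: IL-6-treated wells, 100% activation. Read-out: % activation versus median of IL-6-stimulated wells. Probe or stimulus: IL-6 stimulus at 33 ng/mL final. Timing: compound 1 h, then IL-6 6 h at 37 °C. Signal: reporter luminescence signal.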
Hsp70 act: switches on Hsp70 transcription | HeLa Hsp70 promoter luciferase reporter, luminescence; scaled: vehicle 0, proteasome-inhibitor control 100% | activation, % at 10 µM | 0.04% of 200,000 active | AID 1203;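 active means activation above the mean across all tested compounds plus 3 SD, cutoff set per campaign, cut at about 5.5% in these data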;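 further: 100% = MG132 at 30 µM as the positive control and 0% = DMSO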
FLuc inh counter: counter-screen for luciferase assay inhibitors: firefly luciferase inhibition. ATPLite firefly luciferase biochemical luminescence, 10 min. 1.5% of 200,000 active. inhibition, % at 10 µM;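 active means inhibition above about 50% when tested at 10 µM, limit read from the data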
Target sequence (P08659 whole entry, looked up): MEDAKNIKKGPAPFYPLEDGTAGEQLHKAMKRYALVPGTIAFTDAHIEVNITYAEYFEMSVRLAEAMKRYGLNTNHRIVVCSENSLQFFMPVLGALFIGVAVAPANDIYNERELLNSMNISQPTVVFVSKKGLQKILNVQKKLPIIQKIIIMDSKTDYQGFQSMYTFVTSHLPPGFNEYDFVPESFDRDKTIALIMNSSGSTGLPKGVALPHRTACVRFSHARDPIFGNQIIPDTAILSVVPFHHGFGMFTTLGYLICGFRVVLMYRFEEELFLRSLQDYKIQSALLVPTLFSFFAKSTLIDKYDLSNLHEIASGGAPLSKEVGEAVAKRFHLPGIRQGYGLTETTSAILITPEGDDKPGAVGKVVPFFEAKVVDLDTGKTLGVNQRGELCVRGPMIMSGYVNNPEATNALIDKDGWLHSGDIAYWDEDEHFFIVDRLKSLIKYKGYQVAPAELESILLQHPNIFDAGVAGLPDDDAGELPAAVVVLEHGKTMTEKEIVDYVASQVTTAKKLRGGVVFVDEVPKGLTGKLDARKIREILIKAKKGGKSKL
STAT1 act: STAT1 signaling activation; NIH 3T3 STAT1-luciferase reporter, IFN-gamma, luminescence; 100% = IFN-gamma alone, no compound; activation (% of control), % at 5.5 µM; 2.6% of 200,000 active;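 active means activation above the screen-wide mean activation plus 3 SD, cut at about 130% in these data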;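 further: raw ratio to IFN-gamma control signal so 100% means no change and 0% no light; values of inactives mirror those of a sister screen read the other way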
APP 5'UTR act: APP 5'UTR luciferase reporter activation. SH-SY5Y APP 5'UTR luciferase reporter, luminescence; zero percent = DMSO vehicle wells. activation, % at 2 µM. 1% of 190,000 active. AID 1276;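 active means activation above a set limit, based on mean plus 3 SD of controls, cut at about 140% in these data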; further: values of inactives mirror those of a sister screen read the other way
STAT1 blocker: reduces IFN-gamma driven STAT1 reporter signal. NIH 3T3 STAT1-luciferase reporter, luminescence. inhibition, % at 5.5 µM. 0.35% of 200,000 active. AID 920;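 active means inhibition above a set limit, the mean inhibition across all tested compounds plus 3 SD, cut at about 34% in these data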;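 further: 0% = IFN-gamma with DMSO and 100% = IFN-gamma with 300 µM nifuroxazide; values of inactives mirror those of a sister screen read the other way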
NF-kB neuron act: NF-kB expression increase, human neuronal cells; fold change at 12.5 µM; NF-kB reporter expression; active compounds read high; AID 1239; 1.6% of 190,000 active; in the data active means fold change above about 3.3
STAT3 inh: reduces IL-6 driven STAT3 reporter signal; AID 862; 0.89% of 190,000 active; inhibition, % at 5.5 µM; U3A cells, IL-6 STAT3-luciferase reporter, luminescence; host cell line lacks STAT1;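 active means inhibition above the mean inhibition across all screened compounds plus 3 SD, cut at about 44% in these data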;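 further: 0% = DMSO only wells and 100% = 100 µM nifuroxazide control wells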
APP transl inh: APP translation inhibition; inhibition, % at 2 µM; AID 1285; SH-SY5Y APP 5'UTR-luciferase reporter, luminescence; 0.82% of 190,000 active;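 active means inhibition above a set limit, derived from the sample mean plus 3 SD, cut at about 45% in these data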; further: values of inactives mirror those of a sister screen read the other way
RAM network inh: blocks the yeast RAM network; S. cerevisiae dse1pr::URA3 reporter, 5-FOA growth OD615, 2 d; analog-sensitive cbk1-as2 kinase mutant strain; inhibition, % at 50 µM; 1.8% of 190,000 active;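 active means inhibition above a set limit, 3 SD over mean compound inhibition, cut at about 8.4% in these data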;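 further: 0% = DMSO-only wells with no growth and 100% = 10 µM 1-NA-PP1 full growth; inhibition rescues growth on 5-FOA so higher OD means more RAM inhibition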
Starred values were filed as active, the others as inactive; · = no result given.

SMILES	STAT3 act	Hsp70 act	FLuc inh counter	STAT1 act	APP 5'UTR act	STAT1 blocker	NF-kB neuron act	STAT3 inh	APP transl inh	RAM network inh
NC(=O)CSc1nnc(NC(=O)c2cccc(S(=O)(=O)N3CCCCC3)c2)s1	102	0.0	2	112	4	-15	0.92	-1	-4	0.9
Cc1cccc(OC(=O)c2sc3ncn(C)c(=O)c3c2C)c1	90	-0.4	14	134*	63	-38	2.6	15	-63	0.6
Cc1cc(C)nc(/N=C(\N)Nc2ccc(OCc3ccccc3)cc2)n1	81	-0.2	-6	95	-6	4	0.79	26	6	-1.4
O=C(O)COc1ccccc1/C=N/NC(=O)c1ccc(F)cc1	104	-0.2	53*	103	10	-5	0.98	2	-10	1.3
COc1cccc(N2CCN(C(=O)NC3CCCCC3)CC2)c1	100	0.0	-1	109	1	-8	1	4	-1	1.0
CN(C)/N=C/C=C1\CC/C(=C\c2ccc(Br)cc2)C1=O	94	-0.2	9	96	-2	4	1.6	5	2	6.9
CC1CCN(CCNC(=O)CCS(=O)(=O)c2ccc(Br)cc2)CC1	95	-0.1	-2	94	-21	8	0.92	12	21	-0.9
CCc1ccc(-c2csc(NC(=O)C3CCCO3)c2C(=O)OC(C)C)cc1 (configuration not stated)	109	-0.1	-8	91	-5	10	0.75	-4	5	10*
CCNC(=O)CC1C(=O)N(c2ccc(F)cc2)C(=O)N1CCc1sccc1C (configuration not stated)	101	-0.2	-3	106	3	-6	0.95	0	-3	-0.4
O=C(c1ccccc1)N1CCCCCC1	87	-0.3	-5	97	9	3	1.4	22	-9	0.7
Cc1ccccc1CSc1nncn1N	106	-0.3	-3	94	9	6	1.1	-8	-9	0.7
O=c1[nH]c2cc3c(cc2cc1CN(CCO)S(=O)(=O)c1ccccc1Cl)OCCO3	100	-0.3	-5	96	13	5	0.78	5	-13	4.2
O=C(CN(Cc1ccco1)C(=O)c1cccc(Cl)c1)Nc1c(Cl)cc(Cl)cc1Cl	101	-0.2	-7	76	6	27	1	4	-6	1.1
CC(=O)NC(=S)Nc1ccc(NC(=O)COc2ccc(Cl)cc2Cl)cc1	87	0.3	5	107	-6	-7	1.2	20	6	1.7
Cc1ccc(S(=O)(=O)N2CCOCC2)cc1NC(=O)COC(=O)c1ccc(OCc2c(C)noc2C)cc1	98	0.0	-2	98	11	3	1.1	2	-11	2.0
Cc1nonc1NC(=O)CSc1nnc(-c2ccoc2C)n1CC(C)C	98	0.1	-1	93	-2	8	1.4	6	2	-0.8
CCn1nnnc1SCC(=O)N1CCc2ccccc21	102	0.1	·	108	14	-12	1.4	1	-14	1.4
CCN(CCNC(=O)CC1Oc2ccccc2NC1=O)c1ccccc1 (configuration not stated)	100	-0.3	-3	105	-6	-6	1.1	5	6	1.6
Cc1ccc(N2C(=O)S/C(=C/c3cn(C)c4ccccc34)C2=O)cc1	119	0.2	-1	123	6	-25	1.3	-15	-6	2.4
Cc1ccc2[nH]c3c(c2c1)CN(C(=O)CN1c2ccc(F)cc2CCC1C)CC3 (configuration not stated)	94	-0.3	-7	98	0	3	0.75	11	0	2.4
COCc1c(Br)c(C)nc(OCC(=O)O)c1C#N	98	-0.3	-7	97	-1	4	1.1	6	1	2.6
Cc1c(NC(=O)c2ccc3c(c2)OCO3)cccc1-c1nc2ccccc2s1	96	-0.4	18	109	10	-10	1.2	11	-10	1.5
O=C(c1ccco1)N1CCN(CC2CC3C=CC2C3)CC1 (configuration not stated)	106	-0.1	-8	101	-16	-2	1.3	-2	16	1.3
CC(Oc1ccc(Cl)cc1Cl)C(=O)N(C)c1ccccc1 (configuration not stated)	116	-0.2	-6	99	3	-1	1.1	-13	-3	0.8
OCC1(CCOc2ccccc2)CCN(Cc2cn[nH]c2-c2ccc(F)cc2)CC1	105	0.7	-8	98	8	0	0.93	0	-8	0.8

Given bar-delimited: entries from further up
smiles | STAT3 act | Hsp70 act | FLuc inh counter | STAT1 act | APP 5'UTR act | STAT1 blocker | NF-kB neuron act | STAT3 inh | APP transl inh | RAM network inh
Cc1cccc(OC(=O)c2sc3ncn(C)c(=O)c3c2C)c1 | 90 | -0.4 | 14 | 134* | 63 | -38 | 2.6 | 15 | -63 | 0.6
Cc1cc(C)nc(/N=C(\N)Nc2ccc(OCc3ccccc3)cc2)n1 | 81 | -0.2 | -6 | 95 | -6 | 4 | 0.79 | 26 | 6 | -1.4
O=C(O)COc1ccccc1/C=N/NC(=O)c1ccc(F)cc1 | 104 | -0.2 | 53* | 103 | 10 | -5 | 0.98 | 2 | -10 | 1.3

Further compounds follow.
SMILES	STAT3 act	Hsp70 act	FLuc inh counter	STAT1 act	APP 5'UTR act	STAT1 blocker	NF-kB neuron act	STAT3 inh	APP transl inh	RAM network inh
Cc1nc(C)c(C(=O)OCC(=O)N2CCN(c3ccccc3)CC2)s1	83	0.0	2	96	11	4	1.6	25	-11	1.1
CC(C)(C)C(=O)NC1(C(F)(F)F)NC(=O)N(c2ccc(F)cc2)C1=O (configuration not stated)	100	-0.1	-2	93	10	7	1.1	0	-10	1.9
CCC(C)NS(=O)(=O)c1ccc(S(=O)(=O)Nc2cc3c(cc2C(C)=O)OCO3)cc1 (configuration not stated)	110	-0.1	-3	95	16	6	0.87	-8	-16	6.0
COC(=O)CSc1nnc(-c2ccc(S(=O)(=O)NCc3cccs3)cc2)o1	102	-0.1	-7	97	-17	4	0.95	3	17	3.6
COc1ccc(Cn2nnnc2C(c2ccccc2)N2CCN(C3CCCC3)CC2)cc1 (configuration not stated)	106	-0.1	2	100	-4	1	1.1	-1	4	-0.5
Cc1nnc(SCC(=O)NCCOc2ccc(Cl)cc2)n1-c1ccccc1	105	-0.2	-4	100	9	0	1.3	-3	-9	1.5
Nc1c(C(=O)NC2CCCCC2)nsc1C(=O)OCC(=O)NC1CCCCC1	58	-0.2	1	96	-9	5	0.92	51*	9	2.4
O=C(c1ccc(F)cc1)c1cnc(Nc2ccccc2)s1	109	0.4	62*	153*	126	-58	2.4	-9	-126	4.0
CC(=O)C1=C(C)NC(SCC(N)=O)=C(C#N)C1c1ccco1 (configuration not stated)	106	-0.2	-1	97	10	1	1.3	2	-10	1.3
COCCCNC(=O)CS(=O)(=O)Cc1nc(-c2ccccc2C)oc1C	97	-0.2	-4	106	0	-7	1	9	0	1.1
c1ccc(-c2csc(NC3=NCCCCC3)n2)cc1	104	-0.4	2	122	42	-24	1.6	-10	-42	0.8
COc1ccc(C2(C(=O)Nc3ccc(C(=O)N4CCOCC4)cc3)CCOCC2)cc1	102	-0.1	-8	112	1	-14	1.8	3	-1	-0.9
O=C(CSC1=N/C(=C/c2ccco2)C(=O)N1c1ccc(OC(F)F)cc1)NC1CCS(=O)(=O)C1 (configuration not stated)	104	-0.3	-4	93	-8	7	1.2	-3	8	-0.1
CCOc1ccc(S(=O)(=O)N2CCN(C(=O)c3cc4c(s3)CCCC4)CC2)cc1	103	-0.2	-5	101	12	-2	0.72	-7	-12	4.1
Cc1onc(-c2c(F)cccc2Cl)c1C(=O)Nc1nnc(C2CC2)s1	101	0.0	-5	102	2	-2	0.95	2	-2	-0.4
CN1CCN(CCCNC(=O)Cn2nc(-c3ccccc3)ccc2=O)CC1	108	-0.1	-8	108	0	-11	1	-4	0	0.6
Cc1ccc(C(=O)N/C(=C/c2cn(-c3ccccc3)nc2-c2ccccc2)C(=O)O)cc1	103	0.1	-4	110	14	-12	1.1	8	-14	1.3
Cc1cc(=O)oc2cc(OC(=O)CCCCCN3C(=O)c4ccccc4C3=O)ccc12	97	-0.3	-1	107	-3	-8	0.88	8	3	6.2
CC(=O)N1CCN(c2ccc(S(=O)(=O)N3CCCCC3)cn2)CC1	96	-0.2	-7	94	5	6	1.1	8	-4	-0.6
O=C(CCN1C(=O)c2ccccc2C1=O)N1CCN(Cc2ccccc2)CC1	103	-0.2	-6	102	2	-2	1.2	1	-2	1.2
CN(C)CCCN1C(=O)C(=O)/C(=C(/O)c2ccc3c(c2)OCO3)C1c1cccnc1 (configuration not stated)	105	0.2	·	102	7	-2	·	-1	-7	·
Cc1nn2cc(-c3ccc(N)cc3)nc2s1	117	-0.2	46	139*	68	-42	2.2	-15	-68	0.8
Cc1cc(C(=O)OCCN2C(=O)c3ccccc3C2=O)c2ccccc2n1	101	0.0	-4	100	-10	0	0.7	1	10	-0.7
Cc1ccc(NC(=O)c2snc3c(=O)[nH]cnc23)cc1C	92	0.7	-4	103	7	-3	1.2	8	-7	1.4
COc1ccc(N2C(=O)c3ccccc3NC23CCC(C)CC3)cc1 (configuration not stated)	109	0.5	2	107	-3	-8	2	-11	3	2.2

Looked up by structure from the entries so far:
SMILES	STAT3 act	Hsp70 act	FLuc inh counter	STAT1 act	APP 5'UTR act	STAT1 blocker	NF-kB neuron act	STAT3 inh	APP transl inh	RAM network inh
O=C(CSC1=N/C(=C/c2ccco2)C(=O)N1c1ccc(OC(F)F)cc1)NC1CCS(=O)(=O)C1 (configuration not stated)	104	-0.3	-4	93	-8	7	1.2	-3	8	-0.1
COc1ccc(N2C(=O)c3ccccc3NC23CCC(C)CC3)cc1 (configuration not stated)	109	0.5	2	107	-3	-8	2	-11	3	2.2
CN1CCN(CCCNC(=O)Cn2nc(-c3ccccc3)ccc2=O)CC1	108	-0.1	-8	108	0	-11	1	-4	0	0.6
CCC(C)NS(=O)(=O)c1ccc(S(=O)(=O)Nc2cc3c(cc2C(C)=O)OCO3)cc1 (configuration not stated)	110	-0.1	-3	95	16	6	0.87	-8	-16	6.0

Full records, quoted from the list. Order of screens: STAT3 act	Hsp70 act	FLuc inh counter	STAT1 act	APP 5'UTR act	STAT1 blocker	NF-kB neuron act	STAT3 inh	APP transl inh	RAM network inh
Profile of CC(=O)N1CCN(c2ccc(S(=O)(=O)N3CCCCC3)cn2)CC1 → 96	-0.2	-7	94	5	6	1.1	8	-4	-0.6
Profile of Cc1nc(C)c(C(=O)OCC(=O)N2CCN(c3ccccc3)CC2)s1 → 83	0.0	2	96	11	4	1.6	25	-11	1.1

(further entries)
SMILES	STAT3 act	Hsp70 act	FLuc inh counter	STAT1 act	APP 5'UTR act	STAT1 blocker	NF-kB neuron act	STAT3 inh	APP transl inh	RAM network inh
Cc1nnsc1C(=O)Nc1cccc(Cl)c1Cl	92	-0.3	-9	104	-6	-4	0.77	13	6	1.0
O=C(NCSc1ccnc(SCNC(=O)c2ccccc2)n1)c1ccccc1	97	-0.1	-6	100	1	4	1.3	5	-1	3.9
CCCCC(=O)Nc1cccc(NC(=O)c2ccc(Br)cc2)c1	91	0.0	-5	96	9	5	0.93	14	-9	3.0
CCC(C)(C)C1CCC(=NNC(=O)c2ccoc2C)CC1 (configuration not stated)	111	0.0	-4	126	144*	-29	1.7	-10	-144	-1.1
O=C(CN1CCC(O)CC1)N1c2ccccc2C=Cc2ccccc21	102	-0.3	0	102	-19	-1	1.2	4	19	0.8
Cc1cc(C)c(CSc2ncc(-c3ccc([N+](=O)[O-])cc3)[nH]2)c(C)c1	97	-0.4	-5	91	3	10	1	4	-3	0.7
O=C(NC1CCCC1)C(NS(=O)(=O)c1ccc(Br)s1)c1ccccc1 (configuration not stated)	105	-0.3	-2	95	-3	6	1.1	-7	3	2.2
O=C(CSCc1ccccc1)Nc1ccc2c(c1)OCO2	121	-0.1	5	105	70	-5	2.2	-21	-70	0.6
